RTF Ca sens act: cardiac RTF calcium sensitivity activators, primary screen, biochemical, IANBD-TnC fluorescence, EC20 calcium; IANBD-labeled TnC RTF fluorescence at EC20 calcium; 0% EC20 calcium, 100% full calcium; Troponin I, cardiac muscle (Homo sapiens) + Troponin T, cardiac muscle (Homo sapiens) + …; activation, % at 7.2 µM; hit rate 0.24% among 340,000; AID 493008, 2010;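 active = activation above the mean over all tested compounds plus 3 SD, cut at about 30% in these data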;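 also: rise in fluorescence read as greater calcium sensitivity of cardiac thin filaments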
LANA DNA inh: inhibitors of KSHV C-LANA binding to DNA, primary screen, biochemical, fluorescence polarization, FAM-LBS DNA, MBP-C-LANA, single point. inhibition, % at 9 µM. hit rate 0.078% among 340,000;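 active = highest replicate inhibition at or above 60% at 9 µM, even if other replicates fall short; inactive = all replicates below 60% inhibition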;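 also: 0% = neutral control wells and 100% = 4 µM acridine orange control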
HTR5A ag: HTR5A agonists in luminescence cell assay, primary screen, counter-screen for OPRM1-OPRD1 heterodimer agonist project, full-deck HTS. cell-based. activation, % at 9.3 µM. hit rate 0.61% among 340,000; in the data active = activation mostly above about 9.5%, no sharp cut-off; inactive = mostly below about 7.6%;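 also: 0% = cells with vehicle only and 100% = reference agonist; strong numbers were not always called active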
Target sequence (P47898 whole entry, looked up): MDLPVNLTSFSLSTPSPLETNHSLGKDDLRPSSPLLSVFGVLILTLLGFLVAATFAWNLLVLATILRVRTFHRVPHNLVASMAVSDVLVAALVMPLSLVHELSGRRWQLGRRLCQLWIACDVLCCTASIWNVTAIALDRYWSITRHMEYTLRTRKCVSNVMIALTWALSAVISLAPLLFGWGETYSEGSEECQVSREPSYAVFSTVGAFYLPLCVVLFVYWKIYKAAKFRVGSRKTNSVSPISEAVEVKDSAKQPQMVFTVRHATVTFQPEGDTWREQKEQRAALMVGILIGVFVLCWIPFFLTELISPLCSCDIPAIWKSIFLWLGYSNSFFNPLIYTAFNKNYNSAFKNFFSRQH
MOR-DOR ag: agonists of OPRM1-OPRD1 heterodimerization, primary screen, cell-based, luminescence; Mu-type opioid receptor (Homo sapiens) + Delta-type opioid receptor (Homo sapiens), …; cells; AID 504326, 2011; activation, % at 9.3 µM; hit rate 0.3% among 340,000; in the data active = activation above about 18%;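 also: 0% = vehicle-treated cells and 100% = reference agonist; values of inactives mirror those of a sister screen read the other way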
Cardiac RTF inh: cardiac RTF calcium sensitivity inhibitors, primary screen, biochemical, IANBD-TnC fluorescence, EC70 calcium | IANBD-labeled cardiac RTF, Ca2+ fluorescence | Troponin I, cardiac muscle (Homo sapiens) + Troponin T, cardiac muscle (Homo sapiens) + … | inhibition, % at 7.15 µM | hit rate 0.12% among 340,000 | AID 493244, 2011;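 active = inhibition above the mean inhibition of all tested compounds plus 3 SD, cut at about 17% in these data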;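 also: assay run at fixed EC70 calcium of 1.6 mM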
CAL PDZ FP: untagged CAL PDZ binding inhibitors, primary screen, biochemical, fluorescence polarization, HTS; Golgi-associated PDZ and coiled-coil motif-containing protein (Homo sapiens), Q9HD26; purified CAL PDZ, TMR-peptide fluorescence polarization, 1 h; inhibition, % at 24.9 µM; hit rate 0.92% among 300,000;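 active = mean inhibition of at least 30% with at least half of replicates also reaching 30%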;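 also: 0% = DMSO neutral control and 100% = excess unlabeled competitor peptide PRC23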
V-ATPase pHluor: regulators of yeast V-ATPase proton pumping, primary screen, pHLuorin cytosolic pH fluorescence; S. cerevisiae; hit rate 0.37% among 350,000; response, % at 10 µM; in the data active = response mostly above about 7.3%, no sharp cut-off; inactive = mostly below about 5.4%; also: actives read high; inactives centre near 0; some compounds called inactive have numbers as strong as hits; reference of the scale not given here
Keap1 Nrf2 FP: Keap1-Nrf2 protein-protein interaction inhibitors, primary screen, biochemical, fluorescence polarization, single point; AID 504523, 2011; inhibition, % at 9.4 µM; Kelch-like ECH-associated protein 1 (Homo sapiens), Q14145; Keap1 Kelch-Nrf2 peptide fluorescence polarization, 1536-well; hit rate 0.15% among 340,000; in the data active = inhibition above about 12%;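 also: human Keap1 Kelch domain with fluorescein labeled Nrf2 9mer peptide probe; 0% = neutral control wells and 100% = peptide positive control; higher means more block of Keap1 binding to Nrf2 peptide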
Target sequence (Q14145 whole entry, looked up, the tested form may be a part): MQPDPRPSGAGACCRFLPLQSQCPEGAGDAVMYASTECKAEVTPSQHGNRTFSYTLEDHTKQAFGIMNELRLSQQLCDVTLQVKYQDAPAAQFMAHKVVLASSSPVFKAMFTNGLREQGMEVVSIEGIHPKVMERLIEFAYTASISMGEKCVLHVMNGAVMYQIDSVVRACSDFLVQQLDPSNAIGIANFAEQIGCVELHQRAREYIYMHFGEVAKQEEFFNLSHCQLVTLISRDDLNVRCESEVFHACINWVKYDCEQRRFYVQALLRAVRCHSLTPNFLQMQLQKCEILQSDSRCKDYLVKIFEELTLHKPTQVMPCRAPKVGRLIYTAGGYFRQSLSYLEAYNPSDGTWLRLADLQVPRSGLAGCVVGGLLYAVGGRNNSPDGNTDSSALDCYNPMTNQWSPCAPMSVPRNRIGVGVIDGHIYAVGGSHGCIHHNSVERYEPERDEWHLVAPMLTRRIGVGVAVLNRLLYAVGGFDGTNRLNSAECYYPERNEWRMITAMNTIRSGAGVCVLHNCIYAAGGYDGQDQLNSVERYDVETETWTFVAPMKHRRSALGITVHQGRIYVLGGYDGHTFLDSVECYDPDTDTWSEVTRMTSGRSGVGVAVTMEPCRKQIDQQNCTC
HTR5A inv ctr: HTR5A inverse agonists in luminescence cell assay, primary screen, counter-screen for OPRM1-OPRD1 heterodimer inverse agonist project, full-deck HTS. 5-hydroxytryptamine receptor 5A (Homo sapiens), P47898. HTR5A cell line, inverse agonism. inhibition, % at 9.3 µM. hit rate 0.083% among 340,000. AID 504634, 2011; in the data active = inhibition mostly above about 23%, no sharp cut-off; inactive = mostly below about 18%;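 also: 0% = cells with DMSO and 100% = no-cell wells with DMSO; some compounds called inactive have numbers as strong as hits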
OPRM1-OPRD1 inv: inverse agonists of MOR-DOR heterodimerization, primary screen, cell-based, luminescence; inhibition, % at 9.3 µM; AID 504357, 2011; Mu-type opioid receptor (Homo sapiens) + Delta-type opioid receptor (Homo sapiens), …; cell-based MOR-DOR heterodimer luminescence, inverse agonism; hit rate 0.21% among 340,000; in the data active = inhibition above about 22%, passing the limit was not always enough;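 also: 0% = cells with DMSO and 100% = wells without cells with DMSO; values of inactives mirror those of a sister screen read the other way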
The depositor's hits bear a star; . = no result given. Outcome played no part in choosing rows, and some 2.8% of all compounds hit somewhere here.

Molecule	RTF Ca sens act	LANA DNA inh	HTR5A ag	MOR-DOR ag	Cardiac RTF inh	CAL PDZ FP	V-ATPase pHluor	Keap1 Nrf2 FP	HTR5A inv ctr	OPRM1-OPRD1 inv
O=C(CCN=C1NS(=O)(=O)c2ccccc21)N1CCc2ccccc2C1	3	1.4	0	-0.9	8	-3	1	0	1	4
CS(=O)(=O)Nc1ccc2c(c1)nc1n2CCOC1	4	0.6	-1	-2.3	-12	-2	20*	-6	-13	12
CC(=O)c1cccc(NC(=O)/C(=C\c2ccco2)NC(=O)c2ccco2)c1	1	0.6	-6	-2.7	-2	.	1	-1	9	14
Cc1cccc(/C=N/NC(=O)c2ccc(F)cc2)n1	-6	-0.5	3	-1.1	-10	-3	0	2	-10	5
CCCCn1c(N)c(N(CC(C)C)C(=O)CSCc2c(C)noc2C)c(=O)[nH]c1=O	-3	0.0	2	-1.8	2	2	-1	3	-14	10
O=C(CCS(=O)(=O)c1cccc2nonc12)NCCc1ccccc1Cl	0	0.2	10	-3.1	-3	-4	2	0	-11	18
CCCCn1c(-c2cccs2)nc2oc3ccccc3c(=O)c2c1=O	-7	-1.1	3	-2.3	-5	2	-2	0	-5	11
COc1ccc(Cl)cc1NC(=O)c1cccc([N+](=O)[O-])c1O	-1	-0.9	0	-1.8	4	9	1	-2	0	9
O=C1NC[C@H](Cc2ccccc2)N(CC2CCCCC2)C1=O	5	0.3	5	0.3	-5	1	-2	-3	14	-2
CNC(=O)CSc1nc(-c2ccccc2)c(-c2ccccc2)[nH]1	0	-4.0	-2	-1.4	-6	2	-1	-3	4	8
O=C(Cc1ccc(NC2=NC3CS(=O)(=O)CC3S2)cc1)N1CCN(c2ccc(F)cc2)CC1 (configuration not stated)	1	0.1	10	-1.8	2	.	0	-2	-29	10
Cc1ccc(S(=O)(=O)NN2C(=O)c3ccccc3NC2C)cc1 (configuration not stated)	8	-2.1	2	0.9	-20	-1	7	-1	10	-4
O=c1cc(CN2CCN(S(=O)(=O)c3cccc(Cl)c3)CC2)c2ccc(O)cc2o1	-3	-1.6	-4	-2.5	-3	.	-4	2	11	10
CCOC(=O)N1CCN(C(=O)CNC(=O)c2nn(-c3ccc(OC)cc3)c(=O)c3ccccc23)CC1	-2	0.3	-4	-1.1	5	-3	-1	0	11	7
CCOc1ccccc1NC(=O)Cc1cccs1	-2	0.1	-3	-2.9	3	-2	-6	-4	10	14
COc1ccc2nc(C)cc(C(=O)O)c2c1	2	-0.4	2	-1.9	10	-3	-2	-3	-20	11
CCOc1nc(NCCO)nc(Nc2cc(Cl)ccc2OC)n1	0	0.8	2	1.0	-7	-3	1	-2	-7	-7
C/C(=N\NC(=O)CSc1nc(C)cc(C)n1)c1ccc2c(c1)OCCO2	12	0.7	1	-1.3	-11	14	-2	-1	-2	7
CC(=O)Nc1ccc(S(=O)(=O)Nc2ccc(S(=O)(=O)Nc3nccs3)cc2)cc1	0	-0.1	3	-0.8	-23	1	-5	-8	-8	4
O=C(Cn1cnc2c(NCc3ccccc3)ncnc21)NCc1nc2ccccc2[nH]1	-8	2.3	.	.	-10	-7	3	5	.	.
O=C(NCc1ccccc1)C(C(=O)c1ccc(F)cc1)n1ccccc1=O (configuration not stated)	-6	0.9	-2	0.2	-6	-2	-4	3	9	-1
Cc1c(S(=O)(=O)NC(C)c2ccccc2)c(=O)n(C)c(=O)n1C (configuration not stated)	-5	-3.8	1	-3.0	-3	-7	-4	1	-5	17
S=C(NCCc1ccccc1)NCc1cccc(Cl)c1	-4	-0.8	0	3.4	3	.	1	5	-5	-23
CCOc1ccccc1OCCCOc1ccc([N+](=O)[O-])cc1Cl	-2	0.2	-2	1.6	-3	-8	-3	2	-16	-7
COc1ccc(S(=O)(=O)N2CCC(C(=O)NC3CC3)CC2)cc1Cl	-5	-0.4	1	-2.8	2	.	-4	0	9	12
COc1cc(C)ccc1OCC(=O)NCC1CCCO1 (configuration not stated)	-1	-0.6	3	-2.1	-4	.	-1	0	-10	11
COc1ccc(/C=C2\SC(=S)N(CC(=O)Nc3nnc(C)s3)C2=O)cc1	2	1.8	4	-1.1	-2	.	4	2	-12	6
O=C(OC1CCOC1=O)c1cc(-c2ccc(Cl)cc2)nc2ccccc12 (configuration not stated)	1	1.2	3	0.5	-5	-2	-1	-1	-7	-3
CN(C)c1nnnn1-c1ccccc1Oc1ncc(C(F)(F)F)cc1Cl	1	0.0	2	-2.3	9	-7	2	2	3	12
CC1CC(C)CN(C(=O)CCC(=O)Nc2nnc(C(C)C)s2)C1 (configuration not stated)	9	2.5	-1	-1.8	-1	-1	1	3	13	9
O=C(Cn1cc(COc2cccc([N+](=O)[O-])c2)nn1)c1ccc(O)cc1	6	1.2	-6	-0.8	-10	-6	2	-2	21	4
Cc1ccc(S(=O)(=O)NCC(=O)N2CCOCCOCCOCCOCC2)cc1	-8	0.0	3	-2.2	-34	5	-2	-2	-9	12
Nc1c(Cl)cnc(C(Cl)(Cl)Cl)c1Cl	-1	-1.4	-2	4.8	-6	1	-4	-5	5	-25
O=C1/C(=C/c2ccco2)Oc2c1ccc(O)c2CN1CCCCC1	2	66*	1	0.0	-6	10	1	-2	0	0
COc1c2c(cc(O)c1C(C)=O)OC(C)(C)C=C2	-4	25	4	1.6	5	7	0	-3	-16	-8
COc1cc(SC)ccc1C(=O)Nc1ncc(C)s1	-2	-1.1	2	0.7	4	-3	4	1	-4	-3
Nc1c2c(nc3ccn(-c4ccccc4)c(=O)c13)CCCCC2	-7	0.1	-6	-2.7	-11	-2	-2	1	25	16
Cc1cc(OC(=O)CNC(=O)OC(C)(C)C)c2c(C)cc(=O)oc2c1	-2	1.3	-4	-3.4	-1	-10	4	1	18	18
CCc1nonc1NC(=O)c1oc2cc(C)c(Cl)cc2c1C	5	1.1	4	-0.5	0	.	-4	4	21	2
Cc1c(NC(=O)CN2C(=O)C(=O)c3ccccc32)c(=O)n(-c2ccccc2)n1C	-1	9.5	0	0.2	-2	-2	0	-2	0	-1
COc1ccc(OCC(=O)Nc2ccccc2C(=O)N2CCCC2)cc1	-2	0.7	-1	-2.5	9	-1	-1	-4	24	13
CCc1ccc(NC(=O)Cn2c(=O)c3cccn3c3ccccc32)cc1	4	-1.6	-4	-0.7	-8	.	0	-4	13	3
CCN(CC)CCNC(=O)Cc1c(C(=O)O)n(CC)c2ccccc12	-1	0.0	-6	-1.7	-7	-4	2	-1	17	10
O=C(NCCCN1CCOCC1)c1cccc(NC(=O)c2ccccc2)c1	-2	2.8	3	-3.0	0	-1	-2	-1	-13	15
Cc1ccc(N=C2NC(=O)S/C2=C\c2ccco2)cc1	-5	1.0	2	7.4	-20	4	1	-4	5	-53
CCn1c(C(C)NC(=O)c2cccc(C)c2)nc2ccccc21 (configuration not stated)	9	-0.7	3	-1.7	-4	.	0	0	17	9
CCn1c(CNC(=O)COc2ccc(C(C)C)cc2)nnc1SCC(=O)Nc1cc(F)ccc1C	0	-0.8	0	-1.6	2	1	-2	-3	-35	9
Cc1ccc(C(=O)Nc2nc(-c3ccco3)c(-c3ccco3)s2)o1	-19	1.9	7	0.4	-9	-23	7	-4	4	-3
CCOC(=O)c1ccccc1NC(=O)COC(=O)c1ccccc1C(=O)N(C)c1ccccc1	-4	-0.1	6	0.5	5	-10	-1	1	-18	-3
C=C(C(=O)c1ccccc1)C(C)CC(=O)c1ccccc1 (configuration not stated)	0	-0.6	-8	5.7	1	0	0	0	-17	-29
COc1cc(C(=O)Nc2ccc(O)cc2)ccc1OC(C)=O	-7	-2.2	4	-1.0	0	0	0	2	10	6
C/C(CC(=O)Nc1ccc(N(C)C)cc1)=N\NC(=O)c1ccc(Cl)cc1Cl	7	0.6	10	-0.4	-7	-1	-6	-7	-28	2
O=C(Nc1cccnc1)OCc1ccccc1	-3	0.4	5	0.4	-9	-10	3	-5	-19	-2
CCCOc1cccc(C(=O)N2CCN(C(=O)C3CCCO3)CC2)c1 (configuration not stated)	4	-0.8	0	-2.9	-8	-1	5	-2	-10	16
CCN(CC)CCNC(=O)c1ccc(NC(=O)c2c(F)cccc2Cl)cc1	0	0.1	-2	-0.5	-3	2	0	-4	5	3
COC(=O)c1ccccc1NC(=O)c1ccc(-c2ccc(Br)cc2)o1	2	-0.9	-1	-1.4	5	-3	1	4	3	6
CC(=O)NCCn1c(SCC(=O)NC2CCCCC2)nc2ccccc2c1=O	-3	-0.4	-3	-1.2	-1	3	1	-4	18	6
CCCCn1c(SCc2nc(N)nc(Nc3ccccc3C)n2)nc2ccccc2c1=O	-4	-0.2	1	-1.0	5	-10	2	0	-3	5
COCCNC(=O)C(=O)Nc1cc2c3c(c1)C(C)C(=O)N3CCC2 (configuration not stated)	4	2.6	0	-1.5	-5	-3	3	5	-3	8
O=C1c2ccccc2C(=O)N1CCCCON1C(=O)c2ccccc2C1=O	-2	-0.9	4	-1.4	-24	-4	0	-7	3	7

(cont.)
Molecule	RTF Ca sens act	LANA DNA inh	HTR5A ag	MOR-DOR ag	Cardiac RTF inh	CAL PDZ FP	V-ATPase pHluor	Keap1 Nrf2 FP	HTR5A inv ctr	OPRM1-OPRD1 inv
O=C(c1ccccc1Br)N1CCc2c([nH]c3ccccc23)C1	-2	-0.5	3	3.1	-9	0	-15	-4	-10	-14
O=C(Nc1cccc([N+](=O)[O-])c1)Nc1cccs1	-2	-0.7	7	-1.8	2	.	1	1	-5	9
COc1cccc(NC(=O)c2nnn(Cc3ccc(Br)cc3F)c2N)c1	4	2.2	0	2.9	1	1	-4	-3	-1	-15
O=C(Nc1ccccc1C(F)(F)F)Nc1cccc2ccccc12	-1	0.6	-3	1.3	0	-1	0	-2	-18	-7
Cc1ccc(S(=O)(=O)N2CCOCC2)cc1NS(=O)(=O)c1ccc(F)c(F)c1	-1	-0.5	-7	-2.1	3	-4	-1	1	-2	8
Oc1ccccc1-n1nc2ccc3nonc3c2n1	-4	0.5	5	-3.1	-12	-3	-3	-2	14	16
CSc1ccc(S(=O)(=O)NCc2ccccc2)cc1	-2	-0.2	4	5.9	0	-2	7	-3	-1	-32
O=C(Cc1ccc(Br)cc1)N/N=C/c1cccnc1	-3	-0.6	-1	-1.9	-11	-5	-3	3	21	10

Bioassay records (PubChem BioAssay)
